# Myeloid diff MLP: compounds promoting myeloid differentiation; actives 1% (n = 360,000); calls only at 10 µM; AID 624256; ER-HoxA9 myeloid progenitors, lysozyme-GFP differentiation, flow cytometry;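 active = normalized GFP-positive differentiation at or above the plate's own cutoff, the solvent-only control mean plus 3 SD; inconclusive = no clear call, values can overlap the other calls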;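 note: cells exposed to compound for four days before flow analysis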
# HIV fusion peptide: inhibitors of HIV fusion peptide binding, primary screen, biochemical, uHTS, fluorescence dequenching (AID 1986) | cell-free peptide binding, fluorescence dequenching, 30 min; higher % means a stronger effect | inhibition, % at 20 µM; hits with a dose series show IC50 in µM | actives 0.3% (n = 290,000); in the data active = inhibition mostly above about 52%, no sharp cut-off; inactive = mostly below about 76%; note: some results filed as inactive read as strong as hits
# KOR beta-arrestin-1: KOR agonists, beta-arrestin recruitment, primary screen, cell-based, luminescence, uHTS (AID 1777); activation, % at 10 µM; hits with a dose series show EC50 in µM; KOR beta-arrestin recruitment, luminescence; higher % means a stronger effect; actives 0.02% (n = 280,000); in the data active = activation above about 50%, passing the limit was not always enough; note: a part of the inactive calls stands beside numbers as strong as those of hits
# GPR55 LPI antagonism: inhibition of LPI-stimulated GPR55 beta-arrestin translocation – imaging, U2OS, beta-arrestin-GFP, LPI agonist, primary screen (AID 2013); U2OS GPR55 beta-arrestin-GFP translocation imaging, LPI antagonism; higher % means a stronger effect; inhibition, % at 10 µM, or IC50 in µM where a hit was titrated; actives 0.13% (n = 290,000);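 active = spots per cell inhibited over 60%, with over 100 cells counted and total cytoplasm intensity under 500,000; inconclusive = wells with under 100 cells, flagged as likely toxic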;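 note: U2OS cells stably carrying GPR55 and arrestin-GFP stimulated by 5 µM LPI near EC80; imaged beta-arrestin-GFP aggregate spots per cell after agonist stimulation; plate controls were LPI-stimulated DMSO wells for no effect and DMSO wells without LPI for full effect; some results filed as inactive read as strong as hits; confirmed hits need IC50 under 10 µM and bright autofluorescent wells are also inconclusive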
# GPR55 beta-arrestin: selective activators of receptor GPR55 – imaging, U2OS cells, beta-arrestin-GFP redistribution, primary screen (AID 1961); U2OS GPR55 beta-arrestin-GFP redistribution imaging; higher % means a stronger effect; one-dose activation, % at 10 µM; EC50 in µM for titrated hits; actives 0.048% (n = 290,000);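 active = activation above 40% with more than 50 cells counted in the well; inconclusive = wells holding fewer than 50 cells, flagged as toxic or sparse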;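 note: U2OS osteosarcoma cells stably expressing GPR55 and beta-arrestin-GFP; plate controls were DMSO negative control for no effect and LPI positive control for full effect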
# GPR35 antagonists: inhibition of zaprinast-stimulated GPR35 beta-arrestin translocation – imaging, U2OS, beta-arrestin-GFP, zaprinast agonist, primary screen (AID 2058); inhibition, % at 10 µM; hits with a dose series show IC50 in µM; U2OS GPR35 beta-arrestin-GFP translocation imaging, zaprinast antagonism; higher % means a stronger effect; actives 0.052% (n = 290,000);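 active = inhibition of at least 50% with at least 30 cells and total cytoplasm GFP at most 10,000,000; inconclusive = under 30 cells or total GFP of 10,000,000 plus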
# KOR beta-arrestin-2: KOR antagonists, beta-arrestin recruitment, cell-based, luminescence, uHTS (AID 1778); inhibition, % at 10 µM, or IC50 in µM where a hit was titrated; KOR beta-arrestin recruitment, luminescence, antagonist mode; higher % means a stronger effect; actives 0.091% (n = 290,000); note: strong numbers were not always called active
# NOD2 inhibition: NOD2 signaling inhibitors, cell-based, luminescence, uHTS, HEK293 (AID 1566) | HEK293 NOD2/NF-kB luciferase reporter, luminescence; higher % means a stronger effect | inhibition, % at 4 µM; hits with a dose series show EC50 in µM | actives 0.63% (n = 290,000); note: many of its hits are not listed in these tables
# NOD1 NF-kB reporter: inhibition of NOD1-driven NF-kB reporter – cell-based, luminescence, uHTS, primary screen (AID 1578); one-dose inhibition, % at 4 µM; EC50 in µM for titrated hits; NOD1-driven NF-kB luciferase reporter cells, luminescence; higher % means a stronger effect; actives 1% (n = 290,000); in the data active = inhibition mostly above about 36%, no sharp cut-off; inactive = mostly below about 34%;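 note: HEK-293T reporter cells stimulated with the NOD1 agonist gamma-tri-DAP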
# Myeloid diff MLP GFP+ MAC1+ %: also measured in Myeloid diff MLP; calls as there; GFP+ MAC1+ double positive, %; measured here: differentiation confirmed by MAC1 staining
# Starred values were filed as active, the others as inactive; i = inactive; ? = inconclusive; / = not tested or not shown; [ ] = remark or other dose. Cut-off read from the data, not from the text of the source, unless noted: active = inhibition above about 50%; inactive = the rest. A portion of the library. The share of hits here may be higher or lower than overall.
Structure	GPR55 beta-arrestin	GPR55 LPI antagonism	KOR beta-arrestin-2	KOR beta-arrestin-1	NOD2 inhibition	Myeloid diff MLP GFP+ MAC1+ %	NOD1 NF-kB reporter	GPR35 antagonists	HIV fusion peptide	Myeloid diff MLP
Cc1ccc(N2CCN(CC(O)COc3ccc([N+](=O)[O-])cc3)CC2)cc1 (centres undefined)	-0.4%	1%	-28%	4.6%	-12%	0.6	-27%	12%	1.7%	i
CCn1cc(Br)c(C(=O)NC(C)c2ccccc2)n1 (centres undefined)	-0.1%	-3%	15%	9.0%	-2%	9.5	-21%	0%	0.0%	i
CCOC(=O)CSc1nnc(NC(=O)C2CC(=O)N(c3ccc(F)cc3)C2)s1 (centres undefined)	-0.1%	-5%	-6%	2.0%	-2%	2.3	-2%	23%	8.0%	i
O=C(Nc1ccccn1)C1CCCN(c2ncnc3c2nc2n3CCCCC2)C1 (centres undefined)	0.3%	-1%	-10%	-4.9%	7%	1.2	32%	-1%	-1.3%	i
Cc1ccc(CN2CCCC(CO)(Cc3ccccc3C)C2)s1 (centres undefined)	0.0%	16%	2%	-1.4%	-15%	0.3	-5%	-7%	0.1%	i
CC1CCc2c(C(=O)NCCCN3CCOCC3)csc2C1 (centres undefined)	-0.1%	-8%	-59%	8.9%	-2%	2.1	-13%	9%	-0.6%	i
O=C(/C=C/c1cccs1)N1CCN(c2ccc(F)cc2)CC1	-0.3%	-14%	16%	-4.4%	17%	0.4	1%	20%	-2.0%	i
O=[N+]([O-])c1ccc(NCc2ccccc2N2CCC(CO)CC2)nc1	0.0%	6%	19%	-0.6%	22%	1.1	2%	2%	2.2%	i
O=C(O)C1Cc2ccccc2CN1S(=O)(=O)c1ccccc1 (centres undefined)	-0.1%	12%	16%	2.3%	3%	0.2	-11%	12%	2.1%	i
Cc1ccc(C(=O)N2CCCC(C(=O)c3ccc(Oc4ccccc4)cc3)C2)cn1 (centres undefined)	0.6%	-3%	8%	-1.6%	27%	0.3	61%*	-10%	-2.0%	i
CCN(CC)Cc1ccccc1Sc1ccccc1	0.0%	21%	4%	1.3%	20%	1.0	25%	9%	-0.9%	i
COc1ccc(OCCC(=O)OCC(=O)NC(=O)NC(C)(C)C)cc1	0.3%	-2%	-12%	1.2%	18%	1.0	7%	-2%	1.0%	i
CCSc1nnc(NC(=O)CSc2nc(C)cc(C)n2)s1	-0.1%	-1%	-22%	-3.9%	11%	0.9	19%	-8%	-2.6%	i
O=C(COC(=O)CC(c1ccccc1)c1ccccc1)Nc1ccc(F)c(F)c1	0.1%	0%	-122%[20 µM]	2.5%	6%	/	-13%	0%	1.2%	/
Cc1cc(C)cc(NC(=O)N2c3ccccc3NC(=O)CC2C)c1 (centres undefined)	0.0%	1%	-14%	-1.3%	12%	0.8	0%	0%	-0.5%	i
Cc1ccc2sc(-c3ccc(NC(=O)/C=C\C(=O)O)cc3)nc2c1	-0.3%	-7%	-23%	10%	-144%	0.1	-43%	-16%	24%	i
CN(CCO)c1cc(Sc2nc3ccccc3s2)c2nonc2c1[N+](=O)[O-]	-0.2%	-7%	-5%	-3.3%	20%	6.7	19%	-3%	-2.3%	i
CC(=O)N1c2ccc(S(=O)(=O)N3CCC(C(=O)Nc4ccc(F)cc4)CC3)cc2CC1C (centres undefined)	0.6%	-3%	-49%	3.1%	22%	2.7	-4%	14%	-1.6%	i
COc1ccc(OCC(=O)N2CCN(C(=O)c3ccc(F)cc3)CC2)cc1	-0.1%	9%	-4%	9.0%	-7%	4.5	-9%	9%	-0.6%	i
Cc1ccc(SCC2=NNC(=O)C2)cc1	-0.1%	10%	-18%	-0.9%	4%	1.0	16%	12%	4.2%	i
O=C(C[n+]1cc(-c2ccccc2)n2c1CCC2)c1cccs1	-0.2%	-1%	14%	-2.1%	14%	0.6	-17%	10%	-1.7%	i
Cc1cc(NC(=O)COn2nnc3ccc(S(C)(=O)=O)cc32)ccc1Br	-0.1%	4%	40%	0.4%	6%	0.1	4%	5%	0.7%	i
Cc1cccc(CN2CCN(Cc3cnn(-c4ccccc4F)c3)CC2CCO)n1 (centres undefined)	-0.3%	0%	-18%	1.7%	-4%	0.5	0%	7%	-0.1%	i
CC(On1c(-c2ccccc2)nc2ccc(Cl)cc21)C(=O)O (centres undefined)	-0.1%	11%	-24%[20 µM]	4.3%	-17%	0.2	-22%	-5%	2.1%	i
O=C(C[n+]1cccc(/C=N/O)c1)N1CCCCCC1	-0.3%	14%	2%	-2.2%	12%	0.0	-17%	-5%	2.7%	i
Cc1nc2ccccc2c2c1C(=O)NC2=O	0.3%	10%	8%	2.4%	4%	/	-4%	10%	0.3%	/
Cc1ccc(S(=O)(=O)NCC(=O)N2CCCCC2)cc1	-0.1%	-14%	-6%	-11%	-1%	1.7	4%	-5%	5.2%	i
O=C(O)C(Cc1cn[nH]n1)=NO	1.3%	9%	-6%	0.9%	4%	0.6	-1%	-1%	3.2%	i
COc1ccccc1NC(=O)CCN1C(=O)C2C3CCC(C3)C2C1=O (centres undefined)	0.0%	18%	-1%	-3.2%	-11%	0.7	-14%	-1%	0.0%	i
O=C(CCN1C(=O)c2ccccc2C1=O)Nc1ccc(-c2cn3ccsc3n2)cc1	0.0%	-3%	-32%	6.2%	-18%	/	-99%	-16%	-0.3%	?
COc1ccc(Br)cc1CNc1ccc(S(N)(=O)=O)cc1	-0.3%	2%	-3%	0.7%	3%	1.2	-13%	29%	-2.4%	i
O=C(CN1CCN(c2ccccc2F)CC1)Nc1ccccc1F	0.2%	-1%	-31%	10%	10%	1.1	12%	12%	-0.9%	i
CCn1ncc(Br)c1C(=O)Nc1nccs1	-0.3%	20%	16%	-7.5%	9%	6.4	2%	13%	-1.4%	i
O=C(O)c1ccc(NS(=O)(=O)c2ccc3c(c2)C(=O)c2ccccc2C3=O)cc1	-0.1%	-2%	2%[20 µM]	-5.0%	9%	0.4	-11%	-7%	8.6%	i
CCOc1ccccc1NC(=O)CN1CCN(C(=O)C2CCCO2)CC1 (centres undefined)	0.2%	18%	-16%	5.8%	2%	1.0	-17%	1%	1.3%	i
CCS(=O)(=O)n1nc(-c2ccc(Cl)cc2)nc1SCc1ccccc1	-0.2%	2%	-8%	-3.5%	-176%	/	-9%	-4%	1.9%	/
CC(=O)Nc1nc2c(s1)CCc1ccccc1-2	-0.2%	0%	-25%	3.6%	-11%	1.1	-42%	-11%	0.6%	i
COCCCNC(=O)c1ccc2nc(Cc3ccc(OC)cc3)oc2c1	-0.1%	-3%	13%	-4.1%	-34%	0.1	-58%	-3%	-0.3%	i
Nc1ccc(S(=O)(=O)Nc2nccc(/C=C/c3ccccc3F)n2)cc1	1.8%	-6%	-26%	-2.2%	9%	1.4	-24%	-3%	1.5%	i
N=C(N)N1CCc2ccccc21	0.0%	-9%	7%	2.5%	4%	0.9	3%	19%	0.5%	i
COC(=O)c1ccc(NC(=O)C23CC4CC(C2)CC(n2cncn2)(C4)C3)cc1	0.3%	12%	10%	-5.3%	22%	0.4	-9%	-12%	1.1%	i
O=C(CN1CCN(Cc2ccc(Cl)cc2)C1=O)NCCCN1CCOCC1	-0.1%	-2%	-7%	-5.1%	9%	2.4	5%	17%	1.6%	i
Cc1cc(NC(=O)CN2CCN(c3ccc(O)cc3)CC2)no1	-0.1%	19%	-22%	2.5%	-1%	6.2	-2%	-6%	-0.8%	i
C=CCSc1nc2c(cc1C#N)CCC2	-0.1%	-1%	-57%	1.0%	1%	1.1	-6%	-15%	-0.3%	i
Cc1ccccc1C1NC(=S)NC2=C1C(=O)CCC2 (centres undefined)	1.0%	18%	-8%	-4.7%	7%	0.7	-26%	-8%	-1.9%	i
CCS(=O)(=O)N1Cc2ccccc2CC1C(=O)Nc1nnc(SCc2c(Cl)cccc2Cl)s1 (centres undefined)	0.7%	8%	8%	6.1%	12%	1.6	-7%	2%	5.4%	i
Cc1cccc(CCNS(=O)(=O)c2ccc3c(c2)n(C)c(=O)c(=O)n3C)c1	-0.1%	-2%	4%	-9.0%	10%	2.2	-10%	-8%	0.3%	i
CCC(C)NC(=O)c1cc(C)no1 (centres undefined)	0.2%	-4%	7%	-6.2%	0%	0.5	-20%	-2%	-2.9%	i
CCC(=O)N1CCc2cc(S(=O)(=O)NCCC(=O)N3CCN(c4cccc(OC)c4)CC3)ccc21	-0.1%	9%	33%	-1.7%	13%	/	-13%	9%	0.1%	?
CCCc1cc(=O)n2[nH]cnc2n1	-0.1%	12%	3%	3.3%	1%	0.8	-14%	-12%	2.8%	i
Cc1ncn(C23CC4CC(CC(C4)C2)C3)n1	-0.1%	-1%	-3%	0.6%	-16%	1.0	1%	8%	-2.8%	i
O=C(c1ccccc1NS(=O)(=O)c1ccc(Cl)cc1)N1CCc2ccccc21	0.2%	6%	-15%	-1.8%	8%	0.5	-23%	-4%	0.6%	i
Cn1nnnc1SCc1cccc(CSc2nnnn2C)n1	-0.2%	6%	42%	3.4%	-1%	3.5	14%	1%	-1.7%	i

# Gathered by group, the entries above with bromine
Structure	GPR55 beta-arrestin	GPR55 LPI antagonism	KOR beta-arrestin-2	KOR beta-arrestin-1	NOD2 inhibition	Myeloid diff MLP GFP+ MAC1+ %	NOD1 NF-kB reporter	GPR35 antagonists	HIV fusion peptide	Myeloid diff MLP
CCn1cc(Br)c(C(=O)NC(C)c2ccccc2)n1 (centres undefined)	-0.1%	-3%	15%	9.0%	-2%	9.5	-21%	0%	0.0%	i
Cc1cc(NC(=O)COn2nnc3ccc(S(C)(=O)=O)cc32)ccc1Br	-0.1%	4%	40%	0.4%	6%	0.1	4%	5%	0.7%	i
COc1ccc(Br)cc1CNc1ccc(S(N)(=O)=O)cc1	-0.3%	2%	-3%	0.7%	3%	1.2	-13%	29%	-2.4%	i
CCn1ncc(Br)c1C(=O)Nc1nccs1	-0.3%	20%	16%	-7.5%	9%	6.4	2%	13%	-1.4%	i

# From PubChem BioAssay
